Assay outcomes: PubChem BioAssay, National Center for Advancing Translational Sciences (NCATS)
IL1B secr inh – inhibitors of inflammasome signaling (IL-1 beta secretion). AID 743279. activity change, % at 57.5 µM. actives 4.7% (n = 360,000). THP-1 LPS/ATP IL-1B secretion, AlphaLISA, 16 h; stronger effect = lower value; in the data active = activity change below about -50%; inconclusive = mostly about -30% to -49%; also: % is scaled to controls: 0 for no effect and ±100 for the full control effect
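THP-1 cells pretreated 1 hr with compounds (up to 57.5 uM final), then stimulated with LPS (250 ng/mL final) plus ATP (1.25 mM final); secreted IL-1B measured by AlphaLISA after 16 hr, decreased signal indicating inhibition.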
ATXN2 expr inh – inhibitors of ATXN2 expression; Potency, µM (series often up to 57 µM), inactives show top-dose activity change, negative = inhibition, most hits filed as inhibitors; HEK-293 ATXN2-luciferase reporter, luminescence, 24 h; AID 1745845; actives 0.72% (n = 360,000); also: potency is read from the fitted curve at half-maximal effect; % is scaled to controls: 0 for no effect and ±100 for the full control effect; nearly all actives have a fitted effect of over 55% in size
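ATXN2-luciferase reporter cells (luciferase flanked by upstream and downstream ATXN2 gene portions) were treated 24 h at 37 °C with compounds at up to 57 uM. SteadyGlo luminescence gave expression; GF-AFC fluorescence gave viability.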
Nrf2 inh – inhibitors of Nrf2 signaling; AID 504444; Potency, µM (highest dose often 46 µM), without a hit: at the highest dose activity change, negative = inhibition, hits mostly inhibitors; A549 ARE-Fluc reporter, luciferase luminescence, 18-24 h; actives 2.1% (n = 360,000); also: potency is read from the fitted curve at half-maximal effect; % is scaled to controls: 0 for no effect and ±100 for the full control effect; nearly all actives have a fitted effect of over 60% in size
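In this cell-based qHTS, ARE-driven firefly luciferase in A549 cells reports Nrf2 activity; the luminescent signal after BugLite lysis is the measured value, with a prior CellTiter-Fluor read for cell health.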
Nrf2 activator – Nrf2 pathway activation | AREc32 ARE-luciferase reporter (MCF7-derived line), luminescence, 24 h | Potency, µM (titrated, usually from 46.1 µM), without a hit: at the highest dose activation, most hits filed as activators | actives 0.31% (n = 410,000); also: potency is read from the fitted curve at half-maximal effect; % of control where 0% means no effect; nearly all actives have a fitted effect of over 65% in size
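ARE activation measured as luciferase luminescence (Steady-Glo, 30 min RT) in AREc32_Fluc cells after 24 hr compound exposure at 37 deg C, 5% CO2; cells seeded overnight at 1000/well in OPTI-MEM, 5% FBS.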
TGFb SMAD3 inh – TGF-b pathway inhibition. HepG2 CAGA-GFP TGF-b/SMAD3 reporter, GFP fluorescence, 18 h; TGF-beta stimulated, 500 pg/mL final. Potency, µM (series often up to 46.1 µM), for inactives: at the highest dose activity, negative = inhibition, most hits filed as inhibitors. actives 1.2% (n = 410,000). AID 588855; also: potency is read from the fitted curve at half-maximal effect; % is scaled to controls: 0 for no effect and ±100 for the full control effect; nearly all actives have a fitted effect of over 65% in size
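TGF-beta reporter screen: HEPG2 CAGA-GFP, 1% FBS, 500 pg/mL TGF-beta final, 18 h; per-cell GFP summed per well; curves fitted and categorized by class.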
A549 viability – kills or reduces viability of A549 cells in Nrf2 counter-screen. A549 ARE-Fluc cells, CellTiter-Fluor viability, 18-24 h. Potency, µM (titrated, usually from 46 µM), for inactives: at the highest dose activity change, negative = cytotoxicity, hits mostly inhibitors. actives 0.16% (n = 390,000). AID 504648; also: potency is read from the fitted curve at half-maximal effect; % is scaled to controls: 0 for no effect and ±100 for the full control effect
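A549 ARE_Fluc cells in 5% FBS OPTI-MEM were exposed to compounds in concentration-response for 18-24 h at 37 deg C. Viability was read by CellTiter-Fluor fluorescence (Ex 405/Em 525) after 30 min, before the luciferase read.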
ATXN viability – reduces viability in counter-screen for ATXN expression inhibitors; AID 651635; S2 cells (HEK-293 line with an ATXN2-luciferase reporter) viability, CellTiter-Fluor protease fluorescence, 24 h; Potency, µM (highest dose often 56.7 µM), usual class: cytotoxic; actives 0.49% (n = 400,000); also: potency is read from the fitted curve at half-maximal effect; nearly all actives have a fitted effect of over 40% in size
MCF10A rerep – induces DNA re-replication in MCF 10a normal breast cells; MCF 10A DNA re-replication, Hoechst nuclear intensity, 48 h; Potency, µM (highest dose often 46.1 µM), inactives show at the top dose activity, positive = re-replication, usual class: activators; actives 2.9% (n = 350,000); AID 624296; also: potency is read from the fitted curve at half-maximal effect; % of control where 0% means no effect; nearly all actives have a fitted effect of over 50% in size
HepG2 tox – HepG2 cytotoxicity, counter-screen for TGF-b inhibitors; HepG2 CAGA-GFP viability, ATP luminescence, 18 h; Potency, µM (highest dose often 46.1 µM), inactives show top-dose activity change, negative = cytotoxicity, most hits filed as cytotoxic; actives 0.76% (n = 410,000); AID 588856; also: potency is read from the fitted curve at half-maximal effect; some results filed as inactive show a strong effect at the top dose
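CellTiter-Glo luminescence gave cytotoxicity after 18 hours at 37 degrees C. The cells were HepG2 CAGA-GFP in 1% FBS DMEM, stimulated with 500 pg/mL TGF-beta after compound addition. %Activity was normalised to no-cell wells (complete cell-killing) and DMSO (no toxicity), and curves were fitted and classified.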
An asterisk follows results filed as active; i = inactive; ? = inconclusive; / = not tested or not shown; & = joins results of further samples; [ ] = remark or other dose. Unless noted, calls follow the shape of the dose curve; as a rule, active = well fitted curve in the direction sought with a large enough effect; inconclusive = small, poorly fitted or top-dose-only effect, or another doubt; inactive = no such curve, though single readings can be large; an effect the other way counts as inactive or inconclusive.

SMILES	IL1B secr inh	ATXN2 expr inh	Nrf2 inh	Nrf2 activator	TGFb SMAD3 inh	A549 viability	ATXN viability	MCF10A rerep	HepG2 tox
Cc1ccc(-n2c(SCC(=O)OC(C)C)nnc2-c2ccccn2)cc1	3	-5%	4%	-0.9%	13%	?	i	-3%	-10%
CC(C(=O)NC(c1ccccc1)c1ccccc1)N1CCOCC1 (stereo not given)	6	4%	-3%	-0.2%	0%	1%	i	-2%	-3%
O=C(CC(Nc1ccccc1Cl)C(=O)O)c1ccccc1 (stereo not given)	-55*	132%[activator]	?	?	1%	2%	i	?	-1%
CN(CC(O)COc1ccc(S(=O)(=O)N2CCOCC2)cc1)C1CCCCC1 (stereo not given)	?	-8%	-7%	-0.8%	5%	8%	i	4%	-20%
Cc1ccc(NC(=O)C2CC(=O)N(CCc3ccccc3)C2)c(C)c1 (stereo not given)	-3	-12%	6%	-0.8%	-14%	7%	i	4%	7%
O=C(Cn1ccsc1=NC(=O)c1ccco1)c1ccccc1	-12	3%	?	6.1%	0%	-3%	i	11%	1%
COc1ccc(S(=O)(=O)Nc2cc3c(C(=O)OC(C)C)c(C)oc3c3ccccc23)cc1	/	6%	?	11%	?	-12%	?	/	-32%
COc1ccccc1Nc1nc(C)cc(C)c1C(N)=O	9	6%	-7%	-0.6%	?	-9%	i	2%	9%
Nc1ncc(-n2cncn2)c(-c2ccc(Cl)cc2)n1	-8	-10%	0%	0.2%	4%	-11%	i	-10%	2%
COc1ccc(S(=O)(=O)N2CCOC23CCN(S(=O)(=O)c2ccc(F)cc2)CC3)cc1	-13	3%	-1%	2.3%	-5%	-2%	?	?	-10%
COc1ccc(NC(=O)CC2SC(=Nc3ccccc3)NC2=O)c(OC)c1 (stereo not given)	-5	-4%	?	-1.0%	0%	-6%	i	11%	-1%
Brc1ccc(-c2nc3c4ccccc4ccn3c2Cc2ccccc2)cc1	53	2%	/	4.1%	0%	/	?	/	-35%
N#C/C(=C\c1ccccc1[N+](=O)[O-])C(=O)NCc1ccccc1	-29	4%	6%	7.1%	7%	9%	i	?	-41%
COc1ccc(NCc2cc3ccccc3[nH]c2=O)cc1	42	5%	4%	7.5%	-9%	-9%	i	20%	-16%
CN(C(=O)CSc1nc2ccc(NC(=O)COc3ccc(F)cc3)cc2s1)c1ccccc1	/	/	?	-0.7%	/	-12%	/	/	-9%
O=C(NC(Cc1ccccc1)C(=O)O)/C(=C\c1ccccc1F)NC(=O)c1ccccc1 (stereo not given)	29	-29%	-1%	0.0%	-4%	0%	i	-1%	-6%
Nc1c(-c2cccc([N+](=O)[O-])c2)nc2ccccn12	2	35%	19%	23%	-6%	-5%	i	0%	-41%
COc1ccc(NC(=O)N2C3CCCC2CC(NC(=O)c2ccccc2)C3)cc1 (stereo not given)	-11	3%	4%	-0.1%	15%	2%	i	-6%	-7%
CN1c2ccc(C=O)c3c(C=O)ccc(c23)N(C)C1(C)C	-96*	?	0%	-3.0%	20µM*	-19%	?	?	11µM*
CC(C)c1ccc(CC(=O)N2CCC2(C)C(=O)NCc2cccc3ccccc23)cc1 (stereo not given)	-19	-26%	/	-0.3%[9.22 µM]	-15%	/	i	/	-22%
Cc1ccccc1NC(=O)N1CCN(C(=O)c2ccco2)CC1	-10	/	6%	-1.1%	-2%	?	i	6%	-1%
CCCNC(=O)c1onc(CSc2ccncc2)c1C(=O)NCCC	-6	-2%	-3%	-0.5%	10%	9%	i	?	-2%
COc1ccc(C)cc1NC(=O)CCCN1C(=S)NC(C)(C)CC1C (stereo not given)	13	6%	2%	0.3%	-12%	-1%	i	5%	-1%
COc1ccc(OC)c(-c2cc(C(=O)NCc3ccc(Cl)cc3)no2)c1	7	-8%	9%&-29%	0.6%&3.2%	0%&-2%	13%&0%	i	1%	9%&-4%
O=C(CCc1ccccc1)N[C@@H]1c2ccccc2CC[C@H]1OCc1ccccc1	-7	-16%	17%	5.7%	-27%	-1%	i	?	-13%
Cc1n[nH]c(=S)n1/N=C/c1ccccc1OCc1ccc(Cl)cc1Cl	12	?	?	9.5%	1%	?	?	4%	10%
O=C(OCc1ccccc1Cl)c1ccccc1C(=O)c1ccccc1	-3	35%[activator]	17%	9.5%	-17%	-4%	i	5%	0%
CCOc1ccc(-c2nnn(CC(=O)NCCc3c[nH]c4ccccc34)n2)cc1	-8	/	4%	-0.1%	22%	-1%	/	-1%	-11%
O=C(NN=C1CCCCC1)NC1CCCCC1	-7	13%	6%	2.2%	-3%	-3%	i	-6%	3%
Cn1c(=O)c2c(ncn2CC(=O)Nc2cccc(Cl)c2Cl)n(C)c1=O	/	-6%	-9%	-0.3%	20%	7%	i	/	0%
CCOC(=O)c1ccc(N2C(=O)C=CC2=O)cc1	-89*	?	?	6.2%	?	-15%	/	?	-106%
CCOC(=O)N1CCN(C(=S)Nc2ccc3nc(N4CCN(CC)CC4)cc(C)c3c2)CC1	?	-8%	-2%	9.7%	2%	-8%	i	?	-20%
COc1ccc(CCNC(=O)COC(=O)c2cc(S(=O)(=O)N3CCOCC3)ccc2C)cc1OC	12	2%	-13%	2.2%	8%	-5%	i	1%	9%
Cc1ccc(CNC(=O)CCCc2nnc3n(CC(C)C)c(=O)c4sccc4n23)cc1	/	/	2%	-0.7%	-15%	-3%	/	/	-13%
COc1ccc(-c2cc(C(=O)Oc3cccc(C)c3C)c3ccccc3n2)cc1	/	/	-3%	0.2%	-18%	10%	/	/	-30%
COc1ccc(Cl)cc1NC(=S)N(Cc1ccccc1C)CC1CCC(C(=O)O)CC1 (stereo not given)	7	-1%	?	2.2%	-10%	-2%	i	-2%	-12%
NC(COCc1ccccc1)c1csc(Nc2ccccn2)n1 (stereo not given)	-4	?	/	6.0%	-5%	/	?	/	-28%
Cc1nc(N2CCCCC2)c2c(C)c(C(=O)Nc3ccc4c(c3)OCCO4)sc2n1	/	/	13%	0.0%	?	3%	?	-4%	-34%
O=C(Nc1cc(S(=O)(=O)N2CCCCC2)ccc1Cl)c1ccc(F)cc1	-4	-8%	-13%	-0.4%	14%	4%	i	-29%	-3%
CCOc1ncccc1C(=O)Nc1nnc(C(CC)CC)s1	2	-12%	-7%	4.7%	3%	4%	?	11%	-7%
CN1CCN(C(=O)/C(=C/c2cn(S(=O)(=O)N(C)C)c3ccccc23)NC(=O)c2ccccc2)CC1	?	-5%	-15%	-0.2%	-20%	3%	i	4%	-13%
COc1ccc(CNC(=O)C2Cc3cc(S(=O)(=O)N4CCCC4)ccc3N2C(C)=O)c(OC)c1 (stereo not given)	-10	16%	-1%	0.0%	9%	-4%	i	-1%	0%
Cc1cc(C)n(-c2nnc(C)n2NC(=O)c2cccc(Cl)c2)n1	-2	-6%	3%	0.2%	-2%	5%	i	9%	-27%
CCCCn1c(=O)nc2n(-c3ccc(Br)cc3)c3ccccc3cc-2c1=O	/	-4%	/	-0.8%	3%	6%	i	/	-13%
O=C(NCc1ccccc1)c1cc(C2CCCCN2S(=O)(=O)c2cccs2)on1 (stereo not given)	6	-17%	/	4.6%	45%[activator]	/	?	/	2%
CN1CC(=O)N(CC(=O)Nc2ccc(F)cc2)c2ccccc2C1=O	-8	4%	3%	-0.5%	37%[activator]	4%	i	1%	9%
Cc1ccccc1C(=O)NC(=S)N(CCO)Cc1ccccc1	-9	-1%	-3%	0.8%	-11%	-6%	i	-11%	-2%
Cc1ccc(NC(=O)c2ccc(CNc3c(N4CCC(C)CC4)c(=O)c3=O)cc2)cc1	12	?	?	-0.2%	3%	2%	?	?	18%
O=C(O)C1CC(c2ccccc2)=NO1 (stereo not given)	3	3%	3%	-0.5%	-27%	-1%	i	-4%	3%
CCNC(=O)C1(C)CCCN(Cc2noc(-c3ccccc3OC)n2)C1 (stereo not given)	-5	-2%	/	0.6%	?	/	i	/	-11%

In a second layout: 2 of the compounds above
SMILES,IL1B secr inh,ATXN2 expr inh,Nrf2 inh,Nrf2 activator,TGFb SMAD3 inh,A549 viability,ATXN viability,MCF10A rerep,HepG2 tox
Cc1ccc(NC(=O)c2ccc(CNc3c(N4CCC(C)CC4)c(=O)c3=O)cc2)cc1,12,?,?,-0.2%,3%,2%,?,?,18%
O=C(O)C1CC(c2ccccc2)=NO1 (stereo not given),3,3%,3%,-0.5%,-27%,-1%,i,-4%,3%

Further structures.
SMILES	IL1B secr inh	ATXN2 expr inh	Nrf2 inh	Nrf2 activator	TGFb SMAD3 inh	A549 viability	ATXN viability	MCF10A rerep	HepG2 tox
CN(C)Cc1ccccc1Sc1ccc2c(c1)CCCC2	?	-25%	-5%	3.4%	?	-7%	i	19%	-32%
CCC(C)[C@H](NC(=O)NCC1CCCO1)C(=O)OC (stereo not given in full)	-1	-5%	/	-0.6%	9%	8%	i	1%	-1%
O=S(=O)(c1ccc(F)cc1)N1CCN(c2nc(-c3cccc(Br)c3)nc3ccccc23)CC1	/	/	-12%	/	0%	-1%	/	/	-35%
COc1ccc(S(=O)(=O)N2CCN(Cc3ccccc3)CC2)cc1OC	16	/	-27%	2.8%	-22%	-10%	i	-6%	-16%
Cc1cc(C)n(-c2nc(Nc3ccccc3C(F)(F)F)nc(-n3nc(C)cc3C)n2)n1	-54*	22µM*	/	-3.6%	?	?	?	?	1%

Some of these compounds in order of formula weight, largest number first:
SMILES	IL1B secr inh	ATXN2 expr inh	Nrf2 inh	Nrf2 activator	TGFb SMAD3 inh	A549 viability	ATXN viability	MCF10A rerep	HepG2 tox
Cc1cc(C)n(-c2nc(Nc3ccccc3C(F)(F)F)nc(-n3nc(C)cc3C)n2)n1	-54*	22µM*	/	-3.6%	?	?	?	?	1%
CCNC(=O)C1(C)CCCN(Cc2noc(-c3ccccc3OC)n2)C1 (stereo not given)	-5	-2%	/	0.6%	?	/	i	/	-11%
CCC(C)[C@H](NC(=O)NCC1CCCO1)C(=O)OC (stereo not given in full)	-1	-5%	/	-0.6%	9%	8%	i	1%	-1%
